Bioassay records: PubChem BioAssay, several laboratories
GlmU inhibition: inhibition of mycobacterial GlmU enzyme – biochemical, glucosamine-1-phosphate acetyltransferase (AID 1376). M. tuberculosis GlmU acetyltransferase enzyme assay; higher % means a stronger effect. one-dose inhibition, %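 (tested at 30 µM in the primary screen)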; IC50 in µM for titrated hits. actives 0.25% (n = 220,000); in the data active means inhibition above about 13%;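 further: 0% = complete reaction with vehicle and 100% = reaction without substrate; strong numbers were not always called active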
RmlCD inh 1536: inhibitors of Mycobacterium tuberculosis RmlC and RmlD coupled enzymes | P9WH09+P9WH11 | RmlC+RmlD coupled enzyme assay, percent inhibition; primary screen in compound mixtures | inhibition, % at 3.6 µM | actives 0.03% (n = 160,000) | AID 1533; in the data active means inhibition mostly above about 34%, no sharp cut-off; further: some results filed as inactive read as strong as hits
Target sequence (P9WH09 whole entry, looked up): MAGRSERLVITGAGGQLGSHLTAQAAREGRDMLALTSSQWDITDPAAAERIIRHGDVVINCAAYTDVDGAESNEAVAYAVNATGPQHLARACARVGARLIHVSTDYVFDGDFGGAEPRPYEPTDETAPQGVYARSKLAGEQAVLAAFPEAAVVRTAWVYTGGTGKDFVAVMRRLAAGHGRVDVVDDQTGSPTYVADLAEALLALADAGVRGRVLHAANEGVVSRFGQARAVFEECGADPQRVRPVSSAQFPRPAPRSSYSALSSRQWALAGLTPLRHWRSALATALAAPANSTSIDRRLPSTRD
Target sequence (P9WH11 whole entry, looked up): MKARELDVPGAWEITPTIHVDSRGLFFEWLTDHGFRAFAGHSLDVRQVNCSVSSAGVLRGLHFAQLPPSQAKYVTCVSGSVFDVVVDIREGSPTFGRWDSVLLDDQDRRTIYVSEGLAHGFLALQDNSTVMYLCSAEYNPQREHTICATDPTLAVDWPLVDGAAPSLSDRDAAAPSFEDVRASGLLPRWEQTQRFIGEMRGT
* hit, by the source's call; / = not tested or not shown. A portion of the library; the hit share may differ from the screen's.

SMILES	GlmU inhibition	RmlCD inh 1536
COc1cccc(N2CC(C(=O)Nc3nnc(SCC(=O)Nc4cc(C)on4)s3)CC2=O)c1 (stereo unspecified)	1.7%	/
O=C(Nc1nc2c(s1)CCCC2)c1cc2n(n1)C(C(F)(F)F)CC(C1CC1)N2 (stereo unspecified)	2.0%	10.4
CNC(=S)Nc1cc(C(=O)N2CCCC2)ccc1N1CCCC1	1.9%	-12.4
COc1ccc(S(=O)(=O)N2CCCCCC2)cc1NC(=O)Cc1ccccc1	4.6%	-3.2
C=CCNc1nc(NCC)nc(N2CCOCC2)n1	-1.6%	36.3
CN(CCc1cnn(C)c1)C(=O)CCc1nnc(CCCc2ccccc2)o1	7.1%	-7.6
Cc1nn(-c2ccc(Cl)cc2Cl)c(=O)c2ccccc12	-1.0%	/
O=C(OCCN(CCOC(=O)c1ccncc1)S(=O)(=O)c1cccs1)c1ccncc1	-4.1%	-7.6
C1COCCNCCOCCOCCOCCN1	6.1%	/
Clc1cccc(-c2nc(-c3ccccn3)no2)c1	-1.2%	/

5 compounds drawn at random from those above:
SMILES	GlmU inhibition	RmlCD inh 1536
Clc1cccc(-c2nc(-c3ccccn3)no2)c1	-1.2%	/
C=CCNc1nc(NCC)nc(N2CCOCC2)n1	-1.6%	36.3
Cc1nn(-c2ccc(Cl)cc2Cl)c(=O)c2ccccc12	-1.0%	/
COc1cccc(N2CC(C(=O)Nc3nnc(SCC(=O)Nc4cc(C)on4)s3)CC2=O)c1 (stereo unspecified)	1.7%	/
O=C(Nc1nc2c(s1)CCCC2)c1cc2n(n1)C(C(F)(F)F)CC(C1CC1)N2 (stereo unspecified)	2.0%	10.4

The results go on.
SMILES	GlmU inhibition	RmlCD inh 1536
O=C(O)c1ccccc1-c1cn2cc(Cl)ccc2n1	-2.6%	-6.0
CCN=c1sc(C(=O)OC)cc(=O)n1CC	0.9%	/
COc1cc(C2C(C#N)=C(N)Oc3n[nH]c(-c4cccs4)c32)cc(OC)c1O (stereo unspecified)	2.4%	/
CN1C(=O)CC(Nc2cccc3cccc(N)c23)C1=O (stereo unspecified)	3.3%	-9.7
CC(C)NCC#CCOc1ccc(Cl)cc1	1.2%	-6.6
CC(C)CCNC(=O)CC1C(=O)N(Cc2ccccc2)C(C)c2nc3ccccc3n21 (stereo unspecified)	1.2%	-10.5
Nc1cc(OC(=O)c2ccccc2Br)nn1S(=O)(=O)c1ccccc1	/	5.3
Cc1cc(C)nc(S/C=C/C(=O)c2ccc(F)cc2)n1	-6.8%	-4.4
CCOc1cc(C=O)cc(Br)c1OCC(N)=O	1.3%	14.3
CCOC(=O)N1CCC(=NNS(=O)(=O)c2cccc([N+](=O)[O-])c2)CC1	5.7%	/
COC(=O)CSC1=C(C#N)C(c2ccc(C)o2)CC(=O)N1 (stereo unspecified)	2.7%	5.9
CCOC(=O)/C=c1\s/c(=C\c2ccc3cc(OC)ccc3c2)c(=O)n1CC(=O)NCC1CCCO1 (stereo unspecified)	2.4%	/
CN(Cc1ccccc1)C(=O)C1CCC(CNS(=O)(=O)c2cccc3cccnc23)CC1 (stereo unspecified)	6.9%	-1.2
CSc1nc2nc(-c3ccccc3)cc(=O)n2[nH]1	1.8%	-6.5
CCCCc1cn([C@@H](CCCCN)C(=O)N2CCNCC2)nn1	2.0%	/
COC(=O)c1cn(CC(=O)Nc2ccc(F)cc2)c2ccccc12	-3.2%	/
CCOC(=O)c1cc(-c2ccc(Cl)cc2)nc2c1c(=O)[nH]c(=O)n2CCOC	-3.9%	8.0
O=C(NCCc1ccccc1)c1ccc2nc(-c3ccco3)c(-c3ccco3)nc2c1	5.3%	/
CC(=O)N1CCCc2cc(S(=O)(=O)CCC(=O)N3CCN(c4cccc(C)c4)C(C)C3)ccc21 (stereo unspecified)	9.0%	/
Cc1[nH]ccc2c1[nH]c1cc(=O)ccc12	2.3%	/
Cc1ccc(SCC(=O)NCC(C)C)cc1	6.2%	-2.9
COC(=O)Nc1ccccc1C(=O)N1CCN(c2ccc(C)cc2)CC1	2.3%	7.4
COc1ccc(C2=NO[C@@H]3[C@@H]4C[C@@H]([C@H]5C(=O)N(C)C(=O)[C@@H]45)[C@H]23)c(OC)c1	-7.6%	-5.2
C=CCn1c(Cc2ccccc2)nnc1SCc1nc2ccccc2c(=O)[nH]1	2.8%	4.7
O=C(Cc1ccc(-c2ccccc2)cc1)N1CCOCC1	-4.7%	/
CCOc1cccc(C2C(C(=O)c3ccc(C)o3)=C(O)C(=O)N2c2nccs2)c1 (stereo unspecified)	0.0%	15.6
O=C(C1=NNCC1c1ccccc1)C1OC1c1ccccc1 (stereo unspecified)	-5.1%	25.9
CCOc1ccc(S(=O)(=O)NCc2cccs2)cc1	0.2%	-4.0
C=CCOC(=O)Nc1ccc(Cl)cc1NC(=O)OCC=C	-1.2%	-19.0
COc1ccc(N=C2SC(CC(=O)Nc3ccc(OC)cc3OC)C(=O)N2C)cc1 (stereo unspecified)	1.9%	/
C=C(C)CSc1cc(C)nc2c(-c3ccccc3)c(C)nn12	-4.0%	11.3
CCC(=O)/C=C1/Sc2ccc(OC)cc2N1CCO	-0.3%	1.2
CC(=O)Nc1ccc(NC(=O)C2(C)CC2(Cl)Cl)cc1 (stereo unspecified)	-1.8%	-5.2
CCCCc1nc(SCC(=O)Nc2nnc(CCCC)s2)n[nH]1	-2.6%	/
Cn1nc(-c2ccc(N3CCCCC3)c(NC(=O)c3ccco3)c2)c2ccccc2c1=O	1.9%	/
COc1ccc(NC(=O)Cn2cnc3sc(C)c(S(=O)(=O)N4CCOCC4)c3c2=O)c(OC)c1	0.0%	/
CCOC(=O)CSc1nnc(Cc2ccccc2)n1-c1ccc(C)cc1	0.8%	/
Cc1cc(NC(=O)c2cccc(S(=O)(=O)N(C)C)c2)n(-c2ccccn2)n1	-0.1%	9.9
COc1ccccc1/C=C1\CCCC2=C1Nc1nnnn1C2c1ccccc1OC (stereo unspecified)	3.4%	-11.4
COc1cc(/C=C2\COC/C(=C\c3ccc(O)c(OC)c3)C2=O)ccc1O	-2.5%	-5.5
CC1CCN(C(=O)c2[nH]cnc2C(=O)N[C@@H](C)C(=O)OCc2ccccc2)CC1	2.5%	/
O=C(COc1ccc(Cl)cc1[N+](=O)[O-])N/N=C/c1cccs1	-1.6%	-4.5
Clc1ccc(-c2nnc3ccccn23)cc1	1.1%	7.4
Cc1c(NC(=O)c2cccnc2C(=O)O)cccc1C(=O)O	-1.5%	6.6
Cc1cccc(N=C(NO)c2nonc2N)c1	1.9%	/
Cc1nnc(N(Cc2ccco2)C(=O)c2ccno2)s1	-1.5%	/
COC(=O)c1sccc1NC(=O)C1CC1	1.8%	11.5
OCCNc1nc(-c2ccccc2)nc2c1oc1ccccc12	8.8%	-5.4
COc1ccc(-n2ncc3c(N4CCc5ccccc54)ncnc32)cc1	0.2%	/
O=C(OCC(=O)N1CCOCC1)C(c1ccccc1)c1ccccc1	0.2%	-7.0
Further results follow:
SMILES	GlmU inhibition	RmlCD inh 1536
Oc1nc(Nc2ccccc2)sc1/C=C1\C=Nc2ccccc21	4.5%	-9.8
O=C(c1c(Cl)nc2sccn12)N(C(=O)c1c(Cl)nc2sccn12)c1ccc(Cl)cn1	0.0%	-4.5
Cc1ccc2c([N+](=O)[O-])cccc2n1	-1.5%	-5.2
N#C/C(=C\c1ccccc1C(F)(F)F)C(=O)Nc1ccccc1	1.9%	-8.3
CCc1ccc(/C=N/Nc2nn[nH]n2)cc1	-0.2%	/
C/C(=N\NC(=O)c1ccccc1C)c1ccc(N2CCOCC2)cc1	2.7%	/
Cc1sc2ncnc(Sc3nnnn3-c3ccc(Cl)cc3)c2c1C	3.9%	-4.2
NC(=O)C1CCC(NC(=O)OCc2ccccc2)CC1 (stereo unspecified)	0.6%	12.6
Cc1ccc(OCC(O)Cn2c(N3CCOCC3)nc3c2c(=O)[nH]c(=O)n3C)cc1 (stereo unspecified)	2.0%	/
CCOC(=O)C1=C(C)N[C@@]2(O)c3ccccc3C(=O)[C@@]12O	1.4%	6.8

Record cards, from the list above. Values in the order: GlmU inhibition	RmlCD inh 1536
Results for COc1ccc(-n2ncc3c(N4CCc5ccccc54)ncnc32)cc1 : 0.2%	/
Results for Cc1cc(NC(=O)c2cccc(S(=O)(=O)N(C)C)c2)n(-c2ccccn2)n1 : -0.1%	9.9
Results for Clc1cccc(-c2nc(-c3ccccn3)no2)c1 : -1.2%	/
Results for COc1ccc(NC(=O)Cn2cnc3sc(C)c(S(=O)(=O)N4CCOCC4)c3c2=O)c(OC)c1 : 0.0%	/

(more compounds)
SMILES	GlmU inhibition	RmlCD inh 1536
Cc1ccc(C)c(S(=O)(=O)N2C(=S)NC(=O)C2CC(C)C)c1 (stereo unspecified)	-2.5%	6.1
CC(C)(C)c1ccc(S(=O)(=O)CCc2ccccn2)cc1	1.3%	-0.7
COc1ccc(C(=O)Nc2ccccc2N2CCOCC2)cc1[N+](=O)[O-]	1.2%	/
O=C(CCN1CCCCCC1)Nc1ccccc1F	1.8%	/
CCNS(=O)(=O)c1ccc(CCC(=O)NCc2ccc(C)cc2)cc1	0.4%	/
O=C(Nc1ccccc1)c1ccc(F)c(S(=O)(=O)N2CCOCC2)c1	3.1%	5.3
Cc1ccc(OCc2nnc(SCC(=O)Nc3ncc(C)s3)o2)cc1	0.9%	-9.7
COc1ccc(C2CC(c3cccs3)=NN2c2nc(C)c(C(C)=O)s2)cc1OC (stereo unspecified)	3.1%	5.5
COc1cc(-c2nnc(-c3ccco3)o2)ccc1OCc1ccccc1	-2.8%	-11.9
Cc1ccc(S(=O)(=O)Cn2nnnc2C(C(C)C)N2CCN(C(=O)c3ccco3)CC2)cc1 (stereo unspecified)	-0.5%	/
COCCN(Cc1cc2cccc(C)c2[nH]c1=O)C(=O)c1ccccc1	2.1%	67.6
Cc1ncc(S(=O)(=O)c2ccc(Cl)cc2)c(-c2ccccc2)n1	2.0%	5.4
C=CCn1c(CNc2ccccc2)nnc1SCC(=O)N/N=C/c1ccccc1O	-3.5%	4.6
Cc1cc(C)cc(NC2=NCCCS2)c1	-2.4%	9.0
Cn1c(=O)c2nncnc2n(C)c1=O	2.8%	/
Cc1cc(C)c(NC(=O)CSc2nnc(-c3ccncc3)n2Cc2ccco2)c(Cl)c1	2.9%	-3.6
O=c1ccnc(NCCc2ccccc2)[nH]1	-5.0%	/
CC(NC(=O)c1cc(Br)ccc1Cl)c1ccccc1 (stereo unspecified)	-3.3%	0.7
Cc1ccc(OCc2ccc(C(=O)NCc3cccnc3)cc2)cc1C	-2.8%	3.5
N#Cc1ccc(NC(=S)Nc2ccccc2)cc1	-6.9%	-2.3
Cc1ccccc1CS(=O)(=O)CCC(=O)NCc1ccccn1	3.7%	5.0
Cc1cc(C)c(OCC(=O)Nc2ccc(NC(=O)c3ccco3)cc2)c([N+](=O)[O-])c1	7.5%	-1.0
COC(=O)CSc1nnc(CNC(=O)c2cc(OC)c(OC)c(OC)c2)n1C	-6.6%	/
NS(=O)(=O)c1ccc(CCNC(=O)Cc2ccc(S(=O)(=O)N3CCCC3)s2)cc1	4.4%	-19.7
CCN(CC)S(=O)(=O)c1ccc(/C=C/C(=O)Nc2ccccc2N2CCOCC2)cc1	3.2%	6.0
CCC(C)NC(=O)Nc1ccc(Br)cc1Cl (stereo unspecified)	-2.1%	18.7
C/C(Cl)=C/CSc1nn2c(=O)c3ccccc3nc2s1	-0.9%	5.6
Cc1ccccc1NC(=O)NCC1CCCO1 (stereo unspecified)	1.6%	10.8
COC(=O)COc1ccc(S(=O)(=O)Nc2ccc3c(c2)OCO3)cc1Cl	-2.6%	12.1
Cc1c(OCc2ccccc2)c(=O)ccn1Cc1ccc(Cl)cc1	0.7%	/
O=C(NCCO)C1CCN(C(=O)c2ccc(-c3ccccc3)cc2)CC1	2.4%	6.0
O=C(NNC(=S)NC(=O)c1sc2ccccc2c1Cl)c1ccc(Cl)cc1	-1.7%	/
CCN(CC)CCNC(=O)c1ccc(Sc2ccc(C)cc2)c(NC(C)=O)c1	-5.0%	/
Clc1ccccc1-c1nn2c(-c3ccncc3)nnc2s1	5.6%	/
CCCn1nc(C(=O)OCC(=O)c2c(N)n(C)c(=O)n(C)c2=O)c2ccccc2c1=O	-3.8%	4.0
Cc1sc2ncnc(SCC(=O)c3ccc(O)cc3O)c2c1C	-1.4%	/
CCN1CCN(C(=O)c2ccc(CN(c3ccc(C)c(C)c3)S(C)(=O)=O)cc2)CC1	-3.2%	/
CCCNCC(O)Cn1c2ccccc2n2c(=O)cc(C)c(C#N)c12 (stereo unspecified)	-7.4%	7.8
Clc1ccc(SCCN2CCNCC2)cc1	4.2%	5.9
COc1ccc(-c2csc(NC(=O)COC(=O)c3ccco3)n2)cc1	2.3%	/
C/C(CC(=O)Nc1cc(C)cc(C)c1)=N\NC(=O)c1ccccn1	-2.1%	/
CC(=O)Nc1sc(NC(=O)c2ccc(C)cc2)nc1-c1cccs1	5.3%	/
Cc1csc(NC(=O)CSc2nc3ccccc3c(=O)[nH]2)n1	5.1%	7.5
COc1cc2c(cc1OC)C(C)N(C(=O)Cn1ncc3c1-c1ccccc1OC3)CC2 (stereo unspecified)	-0.6%	/
COC(=O)c1cn(NC(=O)c2cc(OC)cc(OC)c2)c(=O)c2ccccc12	7.5%	/
CCCCC[n+]1ccn(C2=C([O-])c3ccccc3C(=O)/C2=N\S(=O)(=O)c2ccc(Br)cc2)c1	3.6%	-2.4
CN(C)S(=O)(=O)c1cccc(NC(=O)CCc2c[nH]c3ccccc23)c1	-0.9%	11.0
CS(=O)(=O)N1CCN(c2ccc(C(=O)NC3C4CC5CC(C4)CC3C5)cc2[N+](=O)[O-])CC1 (stereo unspecified)	-1.4%	/
COc1ccc(NC(=O)N2CC(C)OC(C)C2)cc1OC (stereo unspecified)	1.0%	25.1
CC1=NNC(=O)C1C(c1ccc(F)cc1)C(C#N)C#N (stereo unspecified)	1.3%	/
